LMPTP block = LMPTP phosphatase inhibitors, primary screen, biochemical, fluorescence intensity, uHTS. inhibition, % at 20 µM. recombinant LMPTP-A, OMFP fluorogenic substrate. actives 0.22% (n = 360,000). AID 651560, 2012. Low molecular weight phosphotyrosine protein phosphatase (Homo sapiens), P24666;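 active = compounds that cut the enzyme signal by at least half of the control window in the single-dose screen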;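 also: plate controls were DMSO wells with enzyme plus substrate for no effect and substrate without enzyme for full effect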
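Buffer or medium: Bis-Tris pH 6.0, DTT, detergent; Assay system: LMPTP-A enzyme; Quantity: 0.625 nM enzyme; Detection: endpoint fluorescence intensity; Times: 50 min dark incubation at room temperature; Controls: substrate-only low control, DMSO enzyme-plus-substrate high control; Doses: single 20 µM dose; Read-out: percent inhibition versus substrate-only and uninhibited controls; Reagent: 400 µM OMFP.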
SUMO1 PPI mod = modulators of SUMO1 protein-protein interactions, primary screen, biochemical, uHTS. actives 0.33% (n = 360,000). Small ubiquitin-related modifier 1 (Homo sapiens), P63165. inhibition, % at 20 µM. SUMO1 binding to a labelled peptide, TR-FRET, 1 h; in the data active = inhibition above about 37%
Rin1-Abl PPI inh = inhibitors of Rin1-Abl protein binding, primary screen, biochemical, TR-FRET; Tyrosine-protein kinase ABL1 (Homo sapiens) + Ras and Rab interactor 1 (Homo sapiens), …; inhibition, % at 7.35 µM; actives 0.4% (n = 360,000); AID 588664, 2011; in the data active = inhibition above about 5%, passing the limit was not always enough
CSN inh = inhibitors of CSN-mediated cullin deneddylation, primary screen, biochemical, fluorescence polarization, uHTS | inhibition, % at 12.5 µM | Purified CSN, SCF-Nedd8-OG deneddylation | AID 651999, 2013 | actives 0.38% (n = 360,000) | COP9 signalosome complex subunit 5 (Homo sapiens), Q92905;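 active = pattern-corrected inhibition above about 35%, with an unprinted fluorescence ratio check between 0.5 and 1.5, limit read from the data, passing the limit was not always enough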;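 also: 0% = enzyme with substrate and 100% = substrate without enzyme; some results filed as inactive read as strong as hits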
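Detection – fluorescence polarization · System – HEK293T-derived human Csn5 enzyme · Controls – substrate-only high control, full reaction low control · Timing – 90 min, room temperature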
Scp-1 inhibitor = Scp-1 phosphatase inhibitors, primary screen, biochemical, colorimetric, uHTS. Carboxy-terminal domain RNA polymerase II polypeptide A small phosphatase 1 (Homo …. Recombinant Scp1, phosphopeptide, malachite green phosphate absorbance. inhibition, % at 20 µM. actives 0.88% (n = 340,000);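 active = inhibition above about 50% at 20 µM, limit read from the data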;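 also: plate controls were DMSO wells with enzyme for no effect and wells lacking enzyme for full effect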
Target sequence (Q9GZU7 76-261 limits assumed): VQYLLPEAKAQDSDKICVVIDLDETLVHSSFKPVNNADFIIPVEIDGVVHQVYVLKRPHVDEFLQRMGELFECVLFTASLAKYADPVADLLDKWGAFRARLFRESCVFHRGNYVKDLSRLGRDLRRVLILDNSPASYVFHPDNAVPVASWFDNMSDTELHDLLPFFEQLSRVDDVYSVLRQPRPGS
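System: SCP-1 catalytic domain; Reagent: Phospho 17-mer peptide substrate; Doses: one concentration, 20 µM, with 1.0% DMSO; Incubation: 45 min room-temperature reaction, 5 min colour, 30 min stabiliser; Signal: Phosphate-binding colour reagent, absorbance read at 630 nm.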
DNMT1 inh = human DNMT1 methyltransferase inhibitors, primary screen, biochemical, molecular beacon, fluorescence, HinP1I cleavage, uHTS. DNA (cytosine-5)-methyltransferase 1 (Homo sapiens), P26358. inhibition (reported as % activation of signal), % at 10 µM. actives 0.83% (n = 360,000). AID 588458, 2011; in the data active = inhibition above about 50%
Neddyl block = inhibitors of cullin neddylation, primary screen, biochemical, TR-FRET, uHTS, NAE and Ubc12; NEDD8-conjugating enzyme Ubc12 (Homo sapiens) + NEDD8-activating enzyme E1 regulatory …; calls only at 25 µM; actives 0.58% (n = 360,000); AID 651699, 2012; in the data active = inhibition above about 36%
NadD block = inhibitors of S. aureus NadD, primary screen, biochemical, colorimetric, uHTS | Nicotinate-nucleotide adenylyltransferase NadD (Staphylococcus aureus N315) | purified NadD enzyme, colorimetric absorbance read-out | inhibition, % at 20 µM | actives 0.78% (n = 360,000) | AID 602399, 2012; in the data active = inhibition above about 26%; also: some compounds past the cut are filed as inactive
STEP inh = STEP phosphatase inhibitors, primary screen, biochemical, fluorescence intensity, uHTS; Tyrosine-protein phosphatase non-receptor type 5 (Homo sapiens), P54829; recombinant STEP, OMFP fluorogenic substrate; inhibition, % at 20 µM; actives 0.25% (n = 360,000); AID 588621, 2011;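 active = inhibition at 20 µM, scaled per plate between control wells, above about 37%, limit read from the data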;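 also: 0% = DMSO with enzyme and substrate and 100% = substrate only without enzyme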
Target sequence (P54829 whole entry, looked up): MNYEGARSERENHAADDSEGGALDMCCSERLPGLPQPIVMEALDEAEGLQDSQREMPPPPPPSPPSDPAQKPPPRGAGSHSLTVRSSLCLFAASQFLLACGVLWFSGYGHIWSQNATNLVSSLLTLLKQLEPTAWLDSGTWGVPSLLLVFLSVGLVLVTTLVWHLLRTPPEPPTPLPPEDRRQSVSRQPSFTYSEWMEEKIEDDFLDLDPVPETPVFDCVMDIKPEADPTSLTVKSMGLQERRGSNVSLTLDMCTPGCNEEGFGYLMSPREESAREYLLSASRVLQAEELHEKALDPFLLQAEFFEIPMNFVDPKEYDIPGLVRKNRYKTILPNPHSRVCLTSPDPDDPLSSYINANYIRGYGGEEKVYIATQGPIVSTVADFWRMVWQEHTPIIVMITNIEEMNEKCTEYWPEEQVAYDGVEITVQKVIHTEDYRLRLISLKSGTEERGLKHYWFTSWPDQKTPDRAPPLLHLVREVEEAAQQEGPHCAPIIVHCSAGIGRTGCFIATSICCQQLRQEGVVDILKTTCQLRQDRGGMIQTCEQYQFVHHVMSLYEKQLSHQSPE
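System: STEP phosphatase, cell-free reaction; Buffer or medium: Bis-Tris pH 6.0 buffer with DTT, detergent; Incubation: 20 min at room temperature, dark; Measured by: fluorescence, 480/540 nm.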
Rpn11 block = Rpn11 (PSMD14) deubiquitinase inhibitors, primary screen, biochemical, fluorescence polarization, uHTS. AID 588493, 2011. human 26S proteasome, Ub4-pepOG fluorescence polarization; 20S core pre-blocked with epoxomicin. 26S proteasome non-ATPase regulatory subunit 14 (Homo sapiens), O00487. calls only at 20 µM. actives 0.59% (n = 360,000);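 active = inhibition at 20 µM, scaled to each plate's controls, above about 33%, limit read from the data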
Target sequence (O00487 whole entry, looked up): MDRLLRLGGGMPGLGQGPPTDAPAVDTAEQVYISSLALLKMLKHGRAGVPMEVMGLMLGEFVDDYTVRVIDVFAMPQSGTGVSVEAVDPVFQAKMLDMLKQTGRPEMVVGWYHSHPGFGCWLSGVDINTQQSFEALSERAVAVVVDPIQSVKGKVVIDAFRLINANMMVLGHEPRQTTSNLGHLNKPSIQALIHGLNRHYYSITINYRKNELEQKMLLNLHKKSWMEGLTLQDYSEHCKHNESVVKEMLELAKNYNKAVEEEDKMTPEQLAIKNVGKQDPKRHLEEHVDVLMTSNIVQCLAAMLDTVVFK
* hit, by the source's call.

How did C[C@H](O)C#Cc1cnc2c(c1)C(=O)N([C@H](C)CO)C[C@@H](C)[C@H](CN(C)C(=O)Nc1ccc(C(F)(F)F)cc1)O2 do in these assays?
LMPTP block: -1.0; SUMO1 PPI mod: 0; Rin1-Abl PPI inh: 0; CSN inh: -4; DNMT1 inh: -1; Neddyl block: inactive; NadD block: 11; STEP inh: -2; Rpn11 block: inactive

How did O=C(/C=C/c1ccccc1)OCC(=O)c1c[nH]c2ccccc12 do in these assays?
LMPTP block: -0.4; SUMO1 PPI mod: -6; Rin1-Abl PPI inh: 0; CSN inh: 4; Scp-1 inhibitor: -15; DNMT1 inh: -22; Neddyl block: inactive; NadD block: -1; STEP inh: -2; Rpn11 block: inactive

Results for Cc1cc(NCc2ccco2)n2c(nc3ccccc32)c1C#N ?
LMPTP block: 1.0; SUMO1 PPI mod: 5; Rin1-Abl PPI inh: -1; CSN inh: 33; Scp-1 inhibitor: 3; DNMT1 inh: 28; NadD block: -1; STEP inh: 4; Rpn11 block: inactive

What do the screens show for `Cn1ccc2c(N(c3ccccc3)C3CCCCC3)cc3c(c21)C1CCC3O1` (centres undefined)?
LMPTP block: 2.6; SUMO1 PPI mod: -19; Rin1-Abl PPI inh: 3; CSN inh: -1; DNMT1 inh: -10; Neddyl block: inactive; NadD block: 7; STEP inh: -1; Rpn11 block: inactive

What do the screens show for `COc1ccccc1Nc1ncnc2ccc(C)cc12`?
LMPTP block: -1.7; SUMO1 PPI mod: -5; Rin1-Abl PPI inh: 1; CSN inh: 3; Scp-1 inhibitor: 8; DNMT1 inh: -1; Neddyl block: inactive; NadD block: 2; STEP inh: -1; Rpn11 block: inactive

How did O=C(CSc1nnc(-c2ccco2)o1)N1CCCCC1 do in these assays?
LMPTP block: -0.8; SUMO1 PPI mod: -5; Rin1-Abl PPI inh: 2; CSN inh: 5; Scp-1 inhibitor: 9; DNMT1 inh: 0; Neddyl block: inactive; NadD block: 1; STEP inh: 0; Rpn11 block: inactive

What do the screens show for `CCOC(=O)C1=C(C)NC(C)=C(C(=O)OCC)C1C(=O)OCC(=O)Nc1ccc(NC(C)=O)cc1`?
LMPTP block: -0.9; SUMO1 PPI mod: 7; Rin1-Abl PPI inh: 2; CSN inh: 0; DNMT1 inh: -3; Neddyl block: inactive; NadD block: -3; STEP inh: 2; Rpn11 block: inactive

What do the screens show for `NC(=O)c1cnn2c(C(F)(F)F)cc(-c3ccc(F)cc3)nc12`?
LMPTP block: -2.1; SUMO1 PPI mod: -12; Rin1-Abl PPI inh: -6; CSN inh: -4; Scp-1 inhibitor: -5; DNMT1 inh: 1; Neddyl block: inactive; NadD block: 0; STEP inh: -2; Rpn11 block: inactive

How did Cc1c(NC(=O)CSc2nnc(C(C)Oc3ccc(Cl)cc3)n2-c2ccccc2)c(=O)n(-c2ccccc2)n1C (centres undefined) do in these assays?
LMPTP block: -1.5; SUMO1 PPI mod: 1; Rin1-Abl PPI inh: 1; CSN inh: 7; Scp-1 inhibitor: 5; DNMT1 inh: -1; Neddyl block: inactive; NadD block: 7; STEP inh: 2; Rpn11 block: inactive

Results for Cc1oc(-c2ccccc2Cl)nc1CN1CCCCC1CO (centres undefined) ?
LMPTP block: -0.8; SUMO1 PPI mod: 0; Rin1-Abl PPI inh: 3; CSN inh: 1; Scp-1 inhibitor: -2; DNMT1 inh: -2; Neddyl block: inactive; NadD block: 4; STEP inh: 5; Rpn11 block: inactive

How did CC1CCN(CC(O)COC2CC(C)CC(C)(C)C2)CC1 (centres undefined) do in these assays?
LMPTP block: -1.6; SUMO1 PPI mod: 4; Rin1-Abl PPI inh: 4; CSN inh: -3; Scp-1 inhibitor: 18; DNMT1 inh: 1; Neddyl block: inactive; NadD block: -4; STEP inh: -1; Rpn11 block: inactive

Results for CCc1nc2sc(C#N)c(N)c2c2c1CCCC2 ?
LMPTP block: 1.3; SUMO1 PPI mod: -10; Rin1-Abl PPI inh: 0; CSN inh: -1; Scp-1 inhibitor: -6; DNMT1 inh: -3; Neddyl block: inactive; NadD block: 2; STEP inh: 2; Rpn11 block: inactive

What do the screens show for `CCOC(=O)C1Nc2c(F)cc(C)cc2C2c3ccccc3CC12` (centres undefined)?
LMPTP block: 0.6; SUMO1 PPI mod: -4; Rin1-Abl PPI inh: -3; CSN inh: -7; Scp-1 inhibitor: 2; DNMT1 inh: 13; Neddyl block: inactive; NadD block: 0; STEP inh: 1; Rpn11 block: inactive

What do the screens show for `Cn1c(C(=O)N2CCCC(C(=O)O)C2)cc2sccc21` (centres undefined)?
LMPTP block: -1.6; SUMO1 PPI mod: -1; Rin1-Abl PPI inh: -2; CSN inh: -4; Scp-1 inhibitor: -8; DNMT1 inh: -1; Neddyl block: inactive; NadD block: 2; STEP inh: 1; Rpn11 block: inactive

Results for O=C(Oc1ccccc1C(=O)Nc1ccccc1)c1ccc(Br)c([N+](=O)[O-])c1 ?
LMPTP block: 2.0; SUMO1 PPI mod: -3; Rin1-Abl PPI inh: -3; CSN inh: 12; Scp-1 inhibitor: -12; DNMT1 inh: 7; Neddyl block: inactive; NadD block: 7; STEP inh: 0; Rpn11 block: inactive

What do the screens show for `Cn1cc(Br)c(C(=O)NC2CCCCCC2)n1`?
LMPTP block: -2.2; SUMO1 PPI mod: 1; Rin1-Abl PPI inh: -2; CSN inh: 4; Scp-1 inhibitor: -2; DNMT1 inh: 0; Neddyl block: inactive; NadD block: -4; STEP inh: -2; Rpn11 block: inactive

Results for COc1cc(Cn2c3ccc(NC(=O)NCc4ccc(F)cc4)cc3c(=O)n2C)ccc1F ?
LMPTP block: 0.9; SUMO1 PPI mod: 5; Rin1-Abl PPI inh: -3; CSN inh: -1; DNMT1 inh: -4; NadD block: 0; STEP inh: -4; Rpn11 block: inactive

What do the screens show for `CCn1c(COc2ccc(C)cc2)nnc1SCc1ccc(C#N)cc1`?
LMPTP block: -0.9; SUMO1 PPI mod: 2; Rin1-Abl PPI inh: 5; CSN inh: 0; Scp-1 inhibitor: 0; DNMT1 inh: 2; Neddyl block: inactive; NadD block: -3; STEP inh: 0; Rpn11 block: inactive

Results for Cc1ccc(C(=O)CSc2nnc(-c3c[nH]c4ccccc34)o2)cc1 ?
LMPTP block: 0.2; SUMO1 PPI mod: 1; Rin1-Abl PPI inh: -5; CSN inh: -4; Scp-1 inhibitor: -5; DNMT1 inh: 2; Neddyl block: inactive; NadD block: 2; STEP inh: -2; Rpn11 block: inactive

What do the screens show for `Cc1c(C)n(C)c2ccc(C(=O)NCCCN3CCCC3)cc12`?
LMPTP block: 4.2; SUMO1 PPI mod: -18; Rin1-Abl PPI inh: 2; CSN inh: 4; Scp-1 inhibitor: -2; DNMT1 inh: -4; Neddyl block: inactive; NadD block: 3; STEP inh: -3; Rpn11 block: inactive

Results for Cn1c(N)c(C(=O)COC(=O)C2CCCCC2)c(=O)n(C)c1=O ?
LMPTP block: -1.0; SUMO1 PPI mod: 2; Rin1-Abl PPI inh: 4; CSN inh: -6; Scp-1 inhibitor: -4; DNMT1 inh: -5; Neddyl block: inactive; NadD block: -3; STEP inh: 14; Rpn11 block: inactive

Results for Cc1ccc(C)n1NC(=O)c1ccccc1[N+](=O)[O-] ?
LMPTP block: -1.0; SUMO1 PPI mod: 10; Rin1-Abl PPI inh: 1; CSN inh: 0; Scp-1 inhibitor: -13; DNMT1 inh: -9; Neddyl block: inactive; NadD block: -1; STEP inh: -4; Rpn11 block: inactive

What do the screens show for `COc1ccc(NC(=O)CCNS(=O)(=O)c2ccc(Br)s2)cc1`?
LMPTP block: -0.1; SUMO1 PPI mod: 1; Rin1-Abl PPI inh: 0; CSN inh: 1; Scp-1 inhibitor: -1; DNMT1 inh: 0; Neddyl block: inactive; NadD block: -7; STEP inh: 0; Rpn11 block: inactive

Results for COc1cccc(CNc2nc3cc(-c4ccc(F)cc4)sc3c(=O)n2C)c1 ?
LMPTP block: 1.8; SUMO1 PPI mod: -7; Rin1-Abl PPI inh: -1; CSN inh: 4; DNMT1 inh: 9; Neddyl block: inactive; NadD block: 1; STEP inh: -3; Rpn11 block: inactive

How did Cc1cccc(C)c1NC(=O)CN(C)C(=O)c1ccc(-n2cncn2)c([N+](=O)[O-])c1 do in these assays?
LMPTP block: -0.5; SUMO1 PPI mod: -9; Rin1-Abl PPI inh: 1; CSN inh: 1; Scp-1 inhibitor: 7; DNMT1 inh: 6; Neddyl block: inactive; NadD block: -3; STEP inh: -6; Rpn11 block: inactive

Already shown: an excerpt of the list.
What do the screens show for `CCOC(=O)C1Nc2c(F)cc(C)cc2C2c3ccccc3CC12` (centres undefined)?
LMPTP block: 0.6; SUMO1 PPI mod: -4; Rin1-Abl PPI inh: -3; CSN inh: -7; Scp-1 inhibitor: 2; DNMT1 inh: 13; Neddyl block: inactive; NadD block: 0; STEP inh: 1; Rpn11 block: inactive

What do the screens show for `Cn1c(C(=O)N2CCCC(C(=O)O)C2)cc2sccc21` (centres undefined)?
LMPTP block: -1.6; SUMO1 PPI mod: -1; Rin1-Abl PPI inh: -2; CSN inh: -4; Scp-1 inhibitor: -8; DNMT1 inh: -1; Neddyl block: inactive; NadD block: 2; STEP inh: 1; Rpn11 block: inactive

Results for O=C(Oc1ccccc1C(=O)Nc1ccccc1)c1ccc(Br)c([N+](=O)[O-])c1 ?
LMPTP block: 2.0; SUMO1 PPI mod: -3; Rin1-Abl PPI inh: -3; CSN inh: 12; Scp-1 inhibitor: -12; DNMT1 inh: 7; Neddyl block: inactive; NadD block: 7; STEP inh: 0; Rpn11 block: inactive

What do the screens show for `Cn1cc(Br)c(C(=O)NC2CCCCCC2)n1`?
LMPTP block: -2.2; SUMO1 PPI mod: 1; Rin1-Abl PPI inh: -2; CSN inh: 4; Scp-1 inhibitor: -2; DNMT1 inh: 0; Neddyl block: inactive; NadD block: -4; STEP inh: -2; Rpn11 block: inactive

Screening results as filed in PubChem BioAssay.
